Source: PubChem BioAssay
PLAP activator – activates human placental alkaline phosphatase | purified PLAP enzyme, luminescent substrate read-out; stronger effect = higher value | activation fold at 20 µM | actives 1.2% (n = 96,000); in the data active = activation fold above about 2
ERa SRC1 inh – ER-alpha (human) coactivator binding inhibition | TR-FRET ER-alpha LBD / SRC-1 peptide, estradiol-bound | P03372 | AID 629 | actives 1.7% (n = 86,000) | inhibition, % at 25.6 µM; in the data active = inhibition above about 50%;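 note: 0% = receptor plus peptide control and 100% = peptide only without receptor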
Target sequence (P03372 whole entry, looked up, the tested form may be a part): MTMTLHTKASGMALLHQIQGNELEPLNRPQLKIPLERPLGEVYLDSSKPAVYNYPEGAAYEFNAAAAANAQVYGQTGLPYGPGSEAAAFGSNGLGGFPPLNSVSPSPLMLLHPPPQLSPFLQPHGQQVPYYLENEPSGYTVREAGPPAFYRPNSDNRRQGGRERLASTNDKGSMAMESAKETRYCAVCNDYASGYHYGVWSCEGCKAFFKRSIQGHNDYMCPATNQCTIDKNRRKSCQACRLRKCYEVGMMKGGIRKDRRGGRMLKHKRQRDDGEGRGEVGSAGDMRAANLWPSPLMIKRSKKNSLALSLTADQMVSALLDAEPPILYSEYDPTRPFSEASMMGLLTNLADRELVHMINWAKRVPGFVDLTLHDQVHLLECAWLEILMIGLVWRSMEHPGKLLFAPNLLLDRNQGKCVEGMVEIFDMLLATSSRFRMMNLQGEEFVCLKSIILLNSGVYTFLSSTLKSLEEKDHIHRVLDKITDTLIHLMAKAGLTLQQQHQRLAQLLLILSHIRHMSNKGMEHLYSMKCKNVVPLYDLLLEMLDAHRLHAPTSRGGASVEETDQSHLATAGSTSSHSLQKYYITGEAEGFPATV
MT1-MMP txn act – MT1-MMP promoter transcription activation; AID 750; activation factor at 10 µM; actives 0.16% (n = 86,000); HT1080 MT1-MMP promoter luciferase reporter, luminescence, overnight; stronger effect = higher value;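 active = activation factor of at least 2 for MT1-MMP transcription at 10 µM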
Ecoli WT expand – growth inhibitors of E. coli BW25113 wild type; OD600 absorbance; actives 0.15% (n = 98,000); growth inhibition, % at 100 µM; AID 710;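 active = growth inhibition above about 50% at one test dose, limit read from the data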;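 note: growth measured after 20 h incubation at 37 °C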
FAK blocker – blocks human focal adhesion kinase activity | inhibition, %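 (tested at 7 µM)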 | biochemical FAK kinase activity assay | actives 0.84% (n = 97,000) | Q05397; in the data active = inhibition above about 19%;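 note: 0% = DMSO and 100% = reference compound high control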
CD11b adhes inh – CD11b/CD18-fibrinogen binding inhibition; K562 CD11b/CD18 adhesion to fibrinogen, ATPlite luminescence; Mn2+ added to activate the integrin; inhibition, % at 10 µM; actives 0.54% (n = 93,000); AID 1497;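 active = primary inhibition of 50% or more at 10 µM, then 40% or more on retest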; note: some results filed as inactive read as strong as hits
CD11b adhes enh – increases human CD11b/CD18 adhesion to fibrinogen. P05107+P11215. K562 CD11b/CD18 adhesion to fibrinogen, ATPlite luminescence. activation, % at 10 µM. actives 0.07% (n = 93,000). AID 1499;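 active = 10 µM primary screen giving 50% or more activity, confirmed by 40% or more on retest at that dose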; note: strong numbers were not always called active; reference of the scale not given here
ERa SRC1 pot – enhances coactivator binding to human estrogen receptor alpha; P03372; TR-FRET ERalpha-LBD/SRC-Cy5 coactivator binding, 2 h; 100 = basal binding, no effect; coactivator binding (% of control), % at 25.6 µM; actives 1.3% (n = 86,000); in the data active = activity above about 200%;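 note: binding measured in presence of low estradiol as agonist stimulus; 0% = peptide alone without receptor and 100% = receptor with peptide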
ERb coact inh – ER-beta (human) coactivator binding inhibition | Q92731 | TR-FRET ER-beta LBD / SRC1-Cy5 peptide binding; receptor agonist-loaded with 1 µM estradiol | inhibition, % at 25.6 µM | actives 1.3% (n = 86,000);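 active = compounds whose percent inhibition of the receptor-coactivator binding signal exceeds about 50% in the single-dose screen, limit read from the data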;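 note: 0% = receptor plus peptide wells without compound and 100% = peptide-only wells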
Target sequence (Q92731 whole entry, looked up, the tested form may be a part): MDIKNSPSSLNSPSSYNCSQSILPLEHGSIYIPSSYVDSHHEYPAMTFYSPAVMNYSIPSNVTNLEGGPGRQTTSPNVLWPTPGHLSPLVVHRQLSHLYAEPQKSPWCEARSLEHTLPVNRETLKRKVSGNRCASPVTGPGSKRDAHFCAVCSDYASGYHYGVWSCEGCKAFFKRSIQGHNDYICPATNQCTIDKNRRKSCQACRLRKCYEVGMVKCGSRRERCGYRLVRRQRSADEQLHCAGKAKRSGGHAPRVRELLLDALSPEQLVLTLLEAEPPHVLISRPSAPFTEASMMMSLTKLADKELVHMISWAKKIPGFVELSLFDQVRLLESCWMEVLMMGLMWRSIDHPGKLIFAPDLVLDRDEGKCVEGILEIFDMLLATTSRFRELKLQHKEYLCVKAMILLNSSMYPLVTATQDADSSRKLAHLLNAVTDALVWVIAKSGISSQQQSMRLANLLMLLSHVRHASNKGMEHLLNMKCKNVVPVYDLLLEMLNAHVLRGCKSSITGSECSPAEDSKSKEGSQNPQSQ
* marks the source's active call; other numbers are inactive results; / = not tested or not shown; [ ] = remark or other dose.

No.	canonical_smiles	PLAP activator	ERa SRC1 inh	MT1-MMP txn act	Ecoli WT expand	FAK blocker
1	CCOc1cc(NS(=O)(=O)c2ccc(OC)cc2)c(OCC)cc1NC(=O)c1ccco1	/	-8.5	1.1	/	0.3
2	Cc1cc(NC(=O)CN2CCN(c3ccccc3F)CC2)nc2c1c(=O)oc1ccccc12	/	43.4	1	/	/
3	Cc1ccc(C)c2[nH]c(=O)c(CCNC(=O)c3ccc4c(c3)OCO4)cc12	0.9	-6.8	1.1	-4.0	2.8
4	CC(=O)N(CCO)Cc1cc2cc(C)cc(C)c2[nH]c1=O	1	-11.2	1.1	-6.0	-8.5
5	COc1ccc(NC(=O)C2CCC(=O)N2)cc1 (stereo unspecified)	0.9	-6.8	1.2	7.0	6.5
6	Cc1ccc(C)c(C(=O)CCC(=O)Nc2cccnc2)c1	0.9	-4.7	1	5.0	1.3
7	CCOc1ccc(-c2nnc3ccc(SCc4ccc(C(=O)OC)o4)nn23)cc1	1.4	-4.6	1	-1.0	3.0
8	COc1ccc(CN(C(=O)CSc2nnc(-c3ccc(OC)c(OC)c3)o2)c2ccc(F)cc2)cc1	/	-6.8	1.2	/	-2.0
9	CC(=O)N1CCN(Cc2cc(=O)n3cc(Cl)c(C)c(Cl)c3n2)CC1	1.5	-9.9	1.2	-1.0	/
10	CCOC(=O)C1CCCN(CC(O)COc2ccccc2C(C)=O)C1 (stereo unspecified)	0.9	-2.4	/	3.0	1.6
11	C=CCNC(=O)/C(=C\c1ccc([N+](=O)[O-])cc1)NC(C)=O	1	/	/	5.0	2.6
12	O=C(OCCN=C1NS(=O)(=O)c2ccccc21)c1ccncc1	1	-3.0	1.1	-1.0	2.5

No.	CD11b adhes inh	CD11b adhes enh	ERa SRC1 pot	ERb coact inh
1	/	/	96.9	-6.4
2	/	/	96.5[fluorescence artefact?]	32.0
3	-1.1	-0.1	108.5	-0.1
4	4.1	-1.6	118.0	-10.1
5	8.7	-1.9	118.7	-0.8
6	-10.2	5.5	107.6	-13.1[fluorescence artefact?]
7	-21.1	-2.2	109.2	-6.9
8	/	/	95.1	-5.5
9	-12.3	-1.6	97.1	-3.0
10	3.6	-1.7	98.8	6.9
11	0.0	-2.3	/	/
12	-3.8	-2.8	102.5	-1.8

Ordered by heavy-atom count (ascending): part of the list above
No.	canonical_smiles	PLAP activator	ERa SRC1 inh	MT1-MMP txn act	Ecoli WT expand	FAK blocker
12	O=C(OCCN=C1NS(=O)(=O)c2ccccc21)c1ccncc1	1	-3.0	1.1	-1.0	2.5
3	Cc1ccc(C)c2[nH]c(=O)c(CCNC(=O)c3ccc4c(c3)OCO4)cc12	0.9	-6.8	1.1	-4.0	2.8
2	Cc1cc(NC(=O)CN2CCN(c3ccccc3F)CC2)nc2c1c(=O)oc1ccccc12	/	43.4	1	/	/

No.	CD11b adhes inh	CD11b adhes enh	ERa SRC1 pot	ERb coact inh
12	-3.8	-2.8	102.5	-1.8
3	-1.1	-0.1	108.5	-0.1
2	/	/	96.5[fluorescence artefact?]	32.0

The listing continues:
No.	canonical_smiles	PLAP activator	ERa SRC1 inh	MT1-MMP txn act	Ecoli WT expand	FAK blocker
13	CCOc1ccccc1C(=O)Nc1cc(OC)ccc1OC	0.9	/	1	-7.0	4.8
14	Cc1ccc(S(=O)(=O)NC(=O)NCc2ccc3c(c2)OCO3)cc1	1	/	1.1	-2.0	-1.1
15	COc1ccccc1NC(=O)C1=C(C)Nc2nc(-c3ccccc3)nn2C1c1ccccn1 (stereo unspecified)	1.7	10.2	1	-4.0	0.1
16	Cc1ccc2[nH]c3c(N4CCCCCC4)ncnc3c2c1	0.8	0.7	1.4	-6.0	42.2*
17	CCCCNC(=O)Nc1cc(C(=O)OC)ccc1C	0.9	-4.6	1	1.0	0.9
18	CCNC(=O)CC1C(=O)N(C)C(=S)N1NC(=O)c1ccc(Cl)cc1 (stereo unspecified)	1	1.0[fluorescence artefact?]	1	-1.0	8.3
19	O=C(COc1ccc(S(=O)(=O)N2CCCCC2)cc1)NCc1ccncc1	1.2	-5.1	0.9	3.0	-2.9
20	CCSc1nnc(NC(=O)c2nn(C(C)C)c(=O)c3ccccc23)s1	1.3	-0.4	1.2	-4.0	-2.1
21	Cc1noc(C)c1S(=O)(=O)Nc1ccc(C(=O)N2CCCCC2)cc1	1.3	4.2[fluorescence artefact?]	1.1	-5.0	0.0
22	CCOC(=O)c1ccc(N(CC(=O)NC2CCCC2)C(=O)CNC(=O)c2ccco2)cc1	1.5	13.1	1.1	-2.0	0.1
23	Cc1ccc(NC(=O)Cc2ccc(F)cc2)cc1	1.1	4.6	1.6	2.0	3.6
24	O=C(NCCN1CCOCC1)c1cc(=O)[nH]c2ccc(Br)cc12	1	-10.1	1.2	-5.0	-1.8

No.	CD11b adhes inh	CD11b adhes enh	ERa SRC1 pot	ERb coact inh
13	2.6	-6.6	/	/
14	-25.4	2.9	/	/
15	-30.3	0.3	99.1	-5.8
16	83.7	-6.2	110.8	3.4
17	-0.8	-3.2	112.5[fluorescence artefact?]	-11.5
18	-18.4	-1.7	83.2	17.5[fluorescence artefact?]
19	3.4	-1.3	94.6[fluorescence artefact?]	-5.5
20	-22.7	6.0	103.5	-2.7
21	10.8	-1.1	111.0	3.9[fluorescence artefact?]
22	0.8	-0.8	89.8	9.7
23	2.8	-2.7	89.2	15.1
24	-5.8	0.6	103.7	-2.1

Filtered by structure: the compounds so far containing fluorine.
No.	canonical_smiles	PLAP activator	ERa SRC1 inh	MT1-MMP txn act	Ecoli WT expand	FAK blocker
2	Cc1cc(NC(=O)CN2CCN(c3ccccc3F)CC2)nc2c1c(=O)oc1ccccc12	/	43.4	1	/	/
8	COc1ccc(CN(C(=O)CSc2nnc(-c3ccc(OC)c(OC)c3)o2)c2ccc(F)cc2)cc1	/	-6.8	1.2	/	-2.0
23	Cc1ccc(NC(=O)Cc2ccc(F)cc2)cc1	1.1	4.6	1.6	2.0	3.6

No.	CD11b adhes inh	CD11b adhes enh	ERa SRC1 pot	ERb coact inh
2	/	/	96.5[fluorescence artefact?]	32.0
8	/	/	95.1	-5.5
23	2.8	-2.7	89.2	15.1

Going on with the list.
No.	canonical_smiles	PLAP activator	ERa SRC1 inh	MT1-MMP txn act	Ecoli WT expand	FAK blocker
25	Cc1ccc(N=C2NC(=O)C(CC(=O)O)S2)cc1 (stereo unspecified)	1	/	/	2.0	1.9
26	COc1ccccc1N1CCN(CCCNC(=O)Nc2ccccc2C)CC1	1	-6.4	/	6.0	2.7
27	O=c1c2ccccc2nc(N/N=C/c2ccccc2)n1O	1.1	-9.0	1	0.0	-5.1
28	Cc1ccccc1OCc1nnc(SCC(=O)Nc2ccc3c(c2)oc2ccccc23)n1C	0.8	-17.4	1.3	-14.0	-0.4
29	Cc1ccccc1NC(=O)COc1nsnc1N1CCOCC1	1	1.7[fluorescence artefact?]	1.1	0.0	8.8
30	CCn1c(COc2cccc(C)c2)nc2ccccc21	/	-6.5	1.1	/	0.9
31	C=C(c1ccc(OC)cc1)c1ccc(OC)cc1	0.9	3.1[fluorescence artefact?]	1.4	-16.0	-0.1
32	CCSc1nnc(NC(=O)c2cccs2)s1	0.8	-2.1	1.3	-16.0	/
33	Cc1nc(Nc2ncc3c(n2)CCCC3=O)nc2ccccc12	/	-2.4	1	/	/
34	CCOC(=O)C1=C(CN2CCC(C)CC2)NC(=O)NC1c1ccc(Cl)cc1 (stereo unspecified)	0.7	-4.3	1.3	16.0	2.5
35	CCn1c(SCC(N)=O)nnc1-c1ccc(S(=O)(=O)N2CCN(C)CC2)cc1	0.9	0.6	1.1	-2.0	-2.8
36	COc1ccccc1N1CCN(CC(=O)c2c(C)n(C)c3ccccc23)CC1	1.5	-14.2	1.3	4.0	2.5

No.	CD11b adhes inh	CD11b adhes enh	ERa SRC1 pot	ERb coact inh
25	11.4	-6.3	/	/
26	-9.6	-2.1	105.8	-8.9
27	30.4	-3.4	97.3	-2.5
28	-0.2	-2.1	144.6	-31.8[fluorescence artefact?]
29	-22.6	-0.8	99.6	13.4[fluorescence artefact?]
30	/	/	85.3	-5.3[fluorescence artefact?]
31	-3.6	-1.5	113.9	-5.9[fluorescence artefact?]
32	2.4	-5.5	110.9	-1.4
33	/	/	84.1	4.0
34	-17.7	3.0	125.1	-12.7
35	-39.5	-1.9	127.4	-2.1
36	4.9	-2.6	121.7	-10.7

Other records:
No.	canonical_smiles	PLAP activator	ERa SRC1 inh	MT1-MMP txn act	Ecoli WT expand	FAK blocker
37	Cc1[nH]c2ccccc2c1C(c1ccccn1)N1CCC(C(N)=O)CC1 (stereo unspecified)	1	18.9	1.1	6.0	1.3
38	CCOC(=O)Cc1nnc(NC(=O)COc2ccc(OC)cc2)s1	1.3	12.2	1.1	-6.0	2.4
39	CCOCCCN(Cc1cc2cc(C)cc(C)c2[nH]c1=O)C(=O)N(CC)CC	1.3	0.8	1.1	5.0	-2.3
40	Cn1c(=O)oc2cc(S(=O)(=O)NCC3CCCO3)ccc21 (stereo unspecified)	/	-23.8	1.3	/	0.2
41	O=C(NC(=S)NNC(=O)c1cccs1)c1ccc(Br)o1	1.2	/	/	44.0	-0.3
42	CCOC(=O)C1=C(N)n2c(s/c(=C\c3cccnc3)c2=O)=C(C(=O)OCC)C1c1cccnc1 (stereo unspecified)	1	0.0[fluorescence artefact?]	0.9	/	/
43	Cc1ccc(CC(=O)Nc2cccc(C)n2)cc1	0.8	-20.3	1.6	8.0	-2.8
44	CCC(=O)NCCN1CCN(C(=O)CC)CC1	1.2	-2.3[fluorescence artefact?]	/	-4.0	-2.4
45	O=C(CSc1nc2ccccc2o1)NCc1ccco1	1.4	2.8	1	9.0	-4.3
46	CC(C)(C)c1cc(C(C)(C)C)cc(S(=O)(=O)CCc2ccccn2)c1	1.8	2.2	1.1	-7.0	-1.8
47	Cc1ccc(C(=O)N2CCCCCC2)cc1Br	1.1	1.3	1.2	1.0	-0.1
48	COc1ccccc1N1CCN(S(=O)(=O)c2ccc3c4c(cccc24)C(=O)N3)CC1	1.6	3.7	1.2	-10.0	/

No.	CD11b adhes inh	CD11b adhes enh	ERa SRC1 pot	ERb coact inh
37	15.5	-2.7	65.7[fluorescence artefact?]	15.4
38	-9.9	0.5	108.8	-3.1
39	-36.7	-0.5	95.9	8.9
40	/	/	94.3[fluorescence artefact?]	-16.2[fluorescence artefact?]
41	23.4	-1.7	/	/
42	-8.5	-1.9	118.9	8.5[fluorescence artefact?]
43	-27.2	-2.3	104.3	-19.3
44	22.2	-1.1	112.8	-13.1[fluorescence artefact?]
45	0.0	-4.2	111.1	1.3
46	-14.5	0.5	86.4	0.3
47	-10.1	-3.2	116.3	-5.3
48	-1.7	0.2	85.9	12.1

Next compounds:
No.	canonical_smiles	PLAP activator	ERa SRC1 inh	MT1-MMP txn act	Ecoli WT expand	FAK blocker
49	CC(C)NC(=O)CC1OC(=O)c2ccccc21 (stereo unspecified)	0.9	-3.1	1	7.0	0.0
50	CCOc1ccc(N(CC(=O)NCC(C)C)S(C)(=O)=O)cc1	1	-27.6	1	1.0	/
51	COc1ccc(NC(=O)CCS(=O)(=O)c2ccc(OC)cc2)cc1	0.9	/	1.1	2.0	4.3
52	COc1cccc(NC(=O)c2ccc3c(c2)N(CC(=O)N2CCCCC2)C(=O)C(C)(C)O3)c1	1.4	-0.3	1.2	-1.0	-2.5
53	O=c1cc(NCc2ccc3c(c2)OCO3)[nH]c(=O)n1-c1ccc(Cl)cc1	1	7.2[fluorescence artefact?]	1.3	-8.0	/
54	O=C(c1cccc(C(F)(F)F)c1)N1CCC(O)(CS(=O)(=O)Cc2ccc(Cl)cc2)CC1	1.1	/	/	3.0	7.0
55	CC1CCCCC1NC(=O)CCS(=O)(=O)c1cccc2nonc12 (stereo unspecified)	0.9	-8.4	1.1	3.0	/
56	Cc1sc2nc(SCC(=O)N(CCO)CCO)n(C3CCCCC3)c(=O)c2c1C	0.8	7.2[fluorescence artefact?]	1	-2.0	-2.1

No.	CD11b adhes inh	CD11b adhes enh	ERa SRC1 pot	ERb coact inh
49	-9.0	-2.1	96.2	-12.3
50	-1.4	-4.1	101.3	-20.0[fluorescence artefact?]
51	-10.0	-0.9	/	/
52	-8.8	0.2	123.8	-3.0[fluorescence artefact?]
53	21.6	-3.3	101.9	5.0
54	2.3	-1.8	/	/
55	-19.6	5.8	154.4	-11.1[fluorescence artefact?]
56	-10.0	0.4	100.3	2.1
